# Assay outcomes deposited in PubChem by Sanford-Burnham Center for Chemical Genomics.
# STEP inh: inhibitors of human striatal-enriched phosphatase STEP; 360,000 compounds, 0.25% hits; inhibition, % at 20 µM; recombinant STEP, OMFP fluorogenic substrate, fluorescence;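 active means inhibition at 20 µM, scaled per plate between control wells, above about 37%, limit read from the data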;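 further: 0% = DMSO with enzyme and substrate and 100% = substrate only without enzyme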
#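 material = STEP tyrosine phosphatase | reagent = fluorogenic phosphatase substrate OMFP at 25 µM final | doses = single compound dose of 20 µM, 1% DMSO final | schedule = 20 min reaction, room temperature, in the dark | measured by = fluorescence, 480/540 nm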
# Scp1 inh: inhibitors of human Scp-1 phosphatase | Q9GZU7 | Recombinant Scp1, phosphopeptide, malachite green phosphate absorbance | inhibition, % at 20 µM | 340,000 compounds, 0.88% hits | AID 493091;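 active means inhibition above about 50% at 20 µM, limit read from the data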;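 further: plate controls were DMSO wells with enzyme for no effect and wells lacking enzyme for full effect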
#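 Test system: SCP-1 catalytic domain; Buffer or medium: Acidic Tris acetate buffer with magnesium and detergent; Also added: Phosphorylated 17-residue peptide substrate; Compound: single 20 µM dose, 1% DMSO; Schedule: enzyme reaction 45 min at room temperature, colour 5 min, stabilisation 30 min; Signal: Phosphate-binding colour reagent, absorbance read at 630 nm.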
# MT1-MMP act inh: blocks activation of human MT1-MMP. HT1080 RFP-PRO-GFP cells, GFP/RFP ratio fluorescence, overnight; percent of plate control window, DMSO zero. GFP/RFP ratio change, % at 20 µM. 360,000 compounds, 0.061% hits;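 active means GFP/RFP ratio change of at least 30% with cell ATP level not reduced by more than half and red fluorescence within 50% of control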; further: strong numbers were not always called active
#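 Assay system: HT1080 RFP-PRO-GFP cells. Benchmarks: DMSO vehicle wells and RFP-L50D-GFP reporter cell wells. Times: overnight cell settling, then overnight compound exposure, 37 °C, 5% CO2. Compound: 20 µM single dose, 1% DMSO. Read-out basis: GFP/RFP fluorescence ratio.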
# NadD block: inhibitors of Staphylococcus aureus NadD; purified NadD enzyme, colorimetric absorbance read-out; inhibition, % at 20 µM; 360,000 compounds, 0.78% hits; AID 602399; in the data active means inhibition above about 26%; further: some compounds past the cut are filed as inactive
# SKN-1 inh: inhibitors of C. elegans SKN-1; inhibition, % at 21.8 µM; AID 624304; C. elegans VP596 Pgst-4::GFP/RFP ratio, acrylamide-induced, 24 h; 360,000 compounds, 0.49% hits;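 active means interference check ratio from 0.5 to 1.5 plus GFP to RFP signal ratio inhibition reaching or exceeding a fixed threshold, cut at about 30% in these data, passing the limit was not always enough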; further: some compounds called inactive have numbers as strong as hits
# SUMO1-SIM PPI: alters human SUMO1 binding to SIM partners. P63165. SUMO1 binding to a labelled peptide, TR-FRET, 1 h. inhibition, % at 20 µM. 360,000 compounds, 0.33% hits; in the data active means inhibition above about 37%
# NRP1-CendR mod: modulators of CendR peptide binding to human neuropilin-1 | AID 602438 | inhibition, % at 25 µM | 360,000 compounds, 0.85% hits | FAM-RPARPAR peptide binding to NRP-1, fluorescence polarization;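 active means inhibition or corrected inhibition above about 18%, plus a signal ratio from 0.5 to 1.5, limit read from the data, passing the limit was not always enough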; further: strong numbers were not always called active
# DNMT1 inh: DNMT1 (human) enzyme inhibition. inhibition (reported as % activation of signal), % at 10 µM. P26358. AID 588458. DNMT1 molecular beacon, Hinp1I cleavage, fluorescence. 360,000 compounds, 0.83% hits; in the data active means inhibition above about 50%
# Target sequence (P26358 504-1616 limits assumed): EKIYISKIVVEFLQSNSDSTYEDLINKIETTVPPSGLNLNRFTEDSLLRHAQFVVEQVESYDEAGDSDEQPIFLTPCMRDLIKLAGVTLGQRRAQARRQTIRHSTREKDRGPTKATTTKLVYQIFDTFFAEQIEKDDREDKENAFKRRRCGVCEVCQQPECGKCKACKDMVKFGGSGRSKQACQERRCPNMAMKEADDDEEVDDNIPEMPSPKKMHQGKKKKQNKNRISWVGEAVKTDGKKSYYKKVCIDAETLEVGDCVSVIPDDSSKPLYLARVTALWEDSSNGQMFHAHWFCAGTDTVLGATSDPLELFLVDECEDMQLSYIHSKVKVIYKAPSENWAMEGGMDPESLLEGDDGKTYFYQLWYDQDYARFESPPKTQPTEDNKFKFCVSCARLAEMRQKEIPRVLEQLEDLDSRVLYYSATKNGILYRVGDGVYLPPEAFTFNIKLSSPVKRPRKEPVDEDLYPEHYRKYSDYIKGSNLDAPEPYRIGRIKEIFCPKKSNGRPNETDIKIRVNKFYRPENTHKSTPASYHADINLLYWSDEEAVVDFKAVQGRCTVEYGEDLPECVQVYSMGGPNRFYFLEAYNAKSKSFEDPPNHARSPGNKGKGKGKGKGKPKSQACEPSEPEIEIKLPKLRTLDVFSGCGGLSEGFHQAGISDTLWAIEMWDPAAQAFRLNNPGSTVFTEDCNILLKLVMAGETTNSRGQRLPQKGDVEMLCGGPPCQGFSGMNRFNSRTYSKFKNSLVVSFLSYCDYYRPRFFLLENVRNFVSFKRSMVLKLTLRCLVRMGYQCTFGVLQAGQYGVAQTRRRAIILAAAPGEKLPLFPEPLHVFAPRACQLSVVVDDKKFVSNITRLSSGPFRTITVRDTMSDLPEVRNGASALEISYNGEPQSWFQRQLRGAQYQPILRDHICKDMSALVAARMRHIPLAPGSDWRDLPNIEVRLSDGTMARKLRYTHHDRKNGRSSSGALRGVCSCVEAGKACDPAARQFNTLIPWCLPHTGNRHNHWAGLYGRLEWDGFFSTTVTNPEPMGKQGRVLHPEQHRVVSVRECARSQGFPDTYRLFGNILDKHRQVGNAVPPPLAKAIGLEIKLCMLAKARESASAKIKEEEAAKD
# LMPTP block: blocks human LMPTP phosphatase. 360,000 compounds, 0.22% hits. inhibition, % at 20 µM. P24666. recombinant LMPTP-A, OMFP fluorogenic substrate, fluorescence intensity;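 active means compounds that cut the enzyme signal by at least half of the control window in the single-dose screen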;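 further: plate controls were DMSO wells with enzyme plus substrate for no effect and substrate without enzyme for full effect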
#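 Test system: LMPTP-A phosphatase enzyme. Amount: LMPTP-A at 0.625 nM final in the reaction. Reagent: OMFP substrate, 400 µM final. Times: 50 min at room temperature. Signal: endpoint fluorescence intensity from OMFP dephosphorylation. Read-out basis: % inhibition. Benchmarks: no-enzyme and uninhibited controls.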
# Rpn11 inh: inhibitors of human proteasome Rpn11. AID 588493. human 26S proteasome, Ub4-pepOG fluorescence polarization; 20S core pre-blocked with epoxomicin. O00487. calls only at 20 µM. 360,000 compounds, 0.59% hits;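 active means inhibition at 20 µM, scaled to each plate's controls, above about 33%, limit read from the data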
# Starred values were filed as active, the others as inactive; i = inactive; . = not tested or not shown. Random draw from the library. About 3.9% of those tested had a hit in this group.
SMILES,STEP inh,Scp1 inh,MT1-MMP act inh,NadD block,SKN-1 inh,SUMO1-SIM PPI,NRP1-CendR mod,DNMT1 inh,LMPTP block,Rpn11 inh
CCCCC(=O)Nc1cccc(-c2cn3ccsc3n2)c1,1.9,-3.0,2.7,-1.2,15.6,1.1,-2.2,-2.6,-0.8,i
CCN(CC(=O)Nc1ccc(NC(C)=O)cc1)C(=O)Cc1ccccc1F,1.8,-3.8,-0.6,0.5,13.0,7.5,1.2,-2.1,1.2,i
Cc1cccc(N2CCN(C(=O)CS(=O)(=O)Cc3nc(-c4ccccc4F)oc3C)CC2C)c1 (stereo not given),0.7,4.2,4.7,-2.8,-1.2,-1.0,0.1,-2.4,0.1,i
CCN1C(=O)C(=O)N(CC(=O)Nc2cccc(C(F)(F)F)c2)C1=O,-0.7,-3.9,0.4,-0.5,9.1,1.8,8.6,4.3,-0.8,i
CC(C)(C)CN1CCC(Oc2cccc(C(=O)NCCCOc3cccnc3)c2)CC1,-4.9,-4.7,-8.8,-2.4,5.4,-2.5,-4.7,2.2,1.0,i
CN(Cc1ccccc1)c1nc(CN2CCOCC2)nc2scc(-c3ccccc3)c12,-0.9,-4.8,-7.8,1.8,5.3,0.4,-5.7,-2.9,2.1,i
CN=C(NC(=O)Nc1c(C)cccc1C)NC(=O)Nc1c(C)cccc1C,-1.7,-3.7,5.7,1.6,14.8,-1.7,0.9,-0.6,-1.0,i
O=C(Nc1cc(C(F)(F)F)ccc1F)C1CCCCC1,1.6,-0.3,6.0,-0.6,-4.4,3.4,5.4,-3.6,0.2,i
CCCCn1nc2cc(C(=O)NCc3ccc(C(F)(F)F)cc3C(F)(F)F)ccc2c1OCC,2.8,-0.2,-1.8,5.3,15.8,-0.2,0.6,-1.3,-9.0,i
Clc1ccc(-n2nnc(-c3nccs3)n2)cc1Cl,1.2,20.1,1.5,4.4,60.6*,3.2,-5.3,-0.1,3.4,i
O=S(=O)(Nc1cccc2c1ccc1cccn12)c1cccs1,-4.3,-13.1,-12.6,6.3,6.0,20.2,-32.6,-4.6,1.7,i
CSCC(=O)Nc1nc(-c2ccc3c(c2)OCCO3)cs1,2.7,-6.1,1.2,0.8,3.9,-2.4,6.9,-5.2,0.4,i
Cc1ccc(N(Cc2ccc([N+](=O)[O-])cc2)C(=O)c2ccco2)cc1,0.4,-6.7,1.4,-0.2,10.1,-17.5,9.0,2.6,0.7,i
Cc1ccc(OCCC(=O)OC(C)C(=O)NC2CC2)cc1 (stereo not given),-0.7,-5.8,5.4,8.3,-17.5,2.8,6.0,-0.3,0.5,i
Cc1nc(CC(=O)N2CCN(S(=O)(=O)c3ccccc3C#N)CC2)cs1,1.9,0.6,-1.1,-3.1,-3.9,1.0,8.8,-6.9,-0.9,i
Cc1c2ccccc2nc2c(F)c(NC(C)C)c(F)c(F)c12,-11.2,3.2,-50.1,26.7,11.7,4.3,121.2,-11.9,2.3,i
CCNc1nc(N)c(C(=O)C23CC4CC(CC(C4)C2)C3)s1,6.2,-7.0,-0.7,-3.2,-4.5,4.0,5.3,1.8,2.4,i
Cc1ccc(S(=O)(=O)N2CCC(C(=O)N[C@H](C(=O)NCc3ccco3)C(C)C)CC2)cc1,4.1,13.7,0.9,-0.4,5.9,2.6,8.0,12.6,-0.3,i
CC(C)Cn1nnc2c(=O)oc3ccccc3c21,-1.1,-4.4,4.5,-4.0,8.9,-1.8,6.6,1.2,0.0,i
CCOC(=O)Cc1csc(NS(=O)(=O)c2ccc3ccccc3c2)n1,1.7,-7.6,-2.5,2.5,0.2,3.8,-7.4,-0.2,0.6,i
O=C(CN1C(=O)c2ccccc2C1=O)NCC1COc2ccccc2O1 (stereo not given),-4.6,-4.8,0.2,-0.2,-2.7,-3.5,8.7,-2.7,1.0,i
CCc1cc(=O)oc2cc(OCC(=O)NCCCN3CCCC3=O)c(Cl)cc12,1.6,-5.3,4.2,4.6,14.3,7.5,8.8,1.6,-0.8,i
CCNC(=O)C1(C)CCN(C(=O)c2cc(F)cc(F)c2)C1 (stereo not given),-1.2,.,-1.5,-5.0,7.6,-8.7,-0.9,5.1,-1.5,i
CCn1nnnc1SCC(=O)c1cc(Cl)ccc1OC,-1.5,-10.6,1.1,-29.3,-12.9,0.5,-4.2,-4.6,-1.1,i
COc1ccc(NS(=O)(=O)c2ccc(OCC(=O)N3CCCC3)cc2)cc1,-1.3,3.1,0.7,-4.5,-8.9,5.5,-8.4,3.0,-0.9,i

# New compounds follow
SMILES,STEP inh,Scp1 inh,MT1-MMP act inh,NadD block,SKN-1 inh,SUMO1-SIM PPI,NRP1-CendR mod,DNMT1 inh,LMPTP block,Rpn11 inh
Cc1ccccc1NC1C=CS(=O)(=O)C1 (stereo not given),5.7,1.1,-1.0,-0.7,4.1,2.0,-6.4,6.2,0.3,i
CC(=O)c1cccc(Nc2ccc(Br)cc2)c1,-1.2,.,2.3,-7.8,15.0,-15.1,15.2,0.8,2.3,i
CSc1nnc(Cn2c(=O)sc3ccccc32)n1C,-1.9,-4.2,-0.8,-4.1,-13.0,0.8,6.0,-1.2,0.0,i
N/C(=N/S(=O)(=O)c1ccccc1)c1cccc([N+](=O)[O-])c1,-2.6,-10.4,0.7,1.3,-7.9,-24.5,6.1,1.3,-1.2,i
Fc1ccc(-c2nnc3ccccn23)cc1,1.1,-4.0,1.6,7.0,4.1,-2.6,23.1,3.2,-1.1,i
CC(=O)NC12CC3CC(C1)CC(C(=O)N1CCN(S(=O)(=O)c4cccc(C(F)(F)F)c4)CC1)(C3)C2,-3.3,-1.9,-3.0,4.3,14.8,5.9,7.6,0.1,1.0,i
OCC1(Cc2cccc(Cl)c2)CCCN(Cc2cn[nH]c2C2CCCCC2)C1 (stereo not given),-0.6,3.1,-7.1,-9.6,-10.1,-10.5,-1.6,25.8,-1.1,i
O=C(NC1CCCC1)C1c2ccccc2OCC(=O)N1Cc1ccccn1 (stereo not given),.,.,0.0,5.9,3.7,0.2,-12.5,.,-1.0,.
CC(NC(=O)NCc1cccnc1)(C(F)(F)F)C(F)(F)F,-1.1,2.9,-2.7,0.8,6.4,-0.9,7.4,0.3,-1.7,i
COc1ccc(OC)c(/C=C/C(=O)Nc2cccc(S(=O)(=O)N3CCCC3)c2)c1,4.6,-0.8,0.5,-2.6,-6.0,9.6,8.5,-3.0,2.3,i
CC(c1ccccc1F)n1cc(C(=O)NCCCn2ccnc2)nn1 (stereo not given),-1.4,-2.2,0.6,0.5,10.7,-4.7,-15.9,1.4,-0.9,i
Cc1noc(C)c1COC(=O)COc1ccc(-c2ccccc2)cc1,-1.7,-16.9,0.9,-5.0,7.2,14.9,-0.8,-6.7,2.3,i
CCOC(=O)C1CCN(C(=O)C2CCN(c3ncnc4c3nc3n4CCCCC3)CC2)CC1,-1.2,0.0,1.8,-6.0,16.1,1.7,16.5,1.9,-0.3,i
CCCNS(=O)(=O)c1ccc(OCC(=O)NCC2CCCO2)cc1 (stereo not given),1.8,-1.4,-3.3,1.0,3.9,-2.1,2.9,2.0,-0.1,i
CC[C@@]1(C(=O)OC)N[C@H](CN(C)C(C)=O)[C@@H]2C(=O)N(C)C(=O)[C@@H]21,2.2,-4.2,3.7,-2.5,-4.5,3.5,-0.8,4.7,-2.0,i
COC(=O)c1ccc(NC(=O)CCN2C(=O)CSC2=O)cc1,-0.4,-6.0,0.9,0.4,-3.7,-0.9,3.7,-0.4,-0.2,i
Cc1cc(C)cc(N(CCC#N)C(=O)COC(=O)c2ccc(OCc3c(C)noc3C)cc2)c1,0.2,50.7*,3.8,-0.9,6.5,6.4,-1.1,-0.3,0.6,i
COCCNC(=O)C(c1ccc(C)o1)N(Cc1ccco1)C(=O)c1snc(C(N)=O)c1N (stereo not given),3.8,-6.2,0.3,0.6,-16.2,-1.6,8.4,-1.0,2.2,i
COCCNC(=S)N/N=C(\C)CCc1ccc2c(c1)OCO2,0.8,-3.9,-3.5,0.2,0.9,0.9,-12.0,4.8,0.1,i
S=c1[nH]nc(NC2CCCCC2)s1,-0.3,.,-0.4,-4.9,1.0,2.2,1.6,2.6,11.3,i
NC(=O)CCN1CCN(S(=O)(=O)/C=C/c2ccccc2)CC1,-0.2,5.9,3.7,6.8,2.7,-1.6,-0.1,1.7,1.0,i
COc1ccc2cc(C(=O)N3CCN(Cc4ccc5c(c4)OCO5)CC3)[nH]c2c1,0.6,-3.5,-1.4,-5.3,5.2,-5.7,15.2,-2.5,0.7,i
O=c1[nH]c(N2CCN(c3ccccc3)CC2)nc2c1CCC2,3.9,-5.9,4.7,-1.4,8.1,3.3,-9.5,1.7,0.0,i
COc1ccc(OC)c(S(=O)(=O)Nc2cnc3ccccc3c2)c1,-18.2,-5.0,-1.4,-5.1,5.2,-3.9,-9.6,-5.8,-1.8,i
C/C(=N\NC(N)=S)C12CC3CC(CC(C3)C1)C2,-3.0,-9.4,-5.9,19.0,9.3,-1.5,13.1,-0.2,-1.1,i
CCn1cc(C(=O)NCCCN2CCN(C)CC2)c(=O)c2cc(S(=O)(=O)N3CCc4ccccc4C3)ccc21,1.6,-14.2,-0.6,-3.7,-0.4,1.1,9.2,-1.2,-1.9,i
CC1CCN(C(=O)COC(=O)CCC(=O)c2ccc(F)cc2)CC1,-3.1,0.0,-4.1,-4.8,4.2,-1.7,-2.4,3.6,-2.1,i
COC(=O)C1(C(=O)OC)C2C(=O)C3C(C21)C3(C(=O)OC(C)(C)C)C(=O)OC(C)(C)C (stereo not given),-2.0,.,-3.0,-5.2,-1.2,5.6,-2.4,2.3,-0.5,i

# Complete entries, quoted from the list. Screens in order: STEP inh	Scp1 inh	MT1-MMP act inh	NadD block	SKN-1 inh	SUMO1-SIM PPI	NRP1-CendR mod	DNMT1 inh	LMPTP block	Rpn11 inh
# Shown for `CCCNS(=O)(=O)c1ccc(OCC(=O)NCC2CCCO2)cc1` (stereo not given) → 1.8	-1.4	-3.3	1.0	3.9	-2.1	2.9	2.0	-0.1	i
# Shown for `CC(NC(=O)NCc1cccnc1)(C(F)(F)F)C(F)(F)F` → -1.1	2.9	-2.7	0.8	6.4	-0.9	7.4	0.3	-1.7	i
# Shown for `COC(=O)c1ccc(NC(=O)CCN2C(=O)CSC2=O)cc1` → -0.4	-6.0	0.9	0.4	-3.7	-0.9	3.7	-0.4	-0.2	i
# Shown for `CC(c1ccccc1F)n1cc(C(=O)NCCCn2ccnc2)nn1` (stereo not given) → -1.4	-2.2	0.6	0.5	10.7	-4.7	-15.9	1.4	-0.9	i
